# High-throughput results (PubChem)
# E-sel TNF inh: E-selectin induction blockers in HUVEC – imaging, immunofluorescence, high content, primary screen. inhibition, % at 2 µM. hit rate 0.71% among 120,000. HUVEC TNFa-induced E-selectin immunofluorescence. AID 1246, 2008;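 active = inhibition above the batch mean plus 3 SD, and confirmed as a hit on visual image review, cut at about 43% in these data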;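 also: 0% = TNF-stimulated DMSO wells and 100% = unstimulated control wells; not every result past the cut was called active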
# BB579 growth dn: growth inhibitors of yeast BB579 in restrictive medium, primary screen, yeast lifespan-shortening project, S. cerevisiae | OD615, 48 h | hit rate 0.51% among 140,000 | inhibition, % at 10 µM | AID 804, 2007;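 active = inhibition above a set limit, 3 SD over the mean compound inhibition, cut at about 44% in these data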; also: inactives centre near -24
#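 Test system: Saccharomyces cerevisiae DeaD strain BB579, replicative lifespan model yeast | Buffer or medium: Restrictive CSMM-D medium | Doses: One dose, 10 µM compound with 0.25% DMSO | Incubation: 48 h exposure, 30 °C | Detection: Culture absorbance at 615 nm | Control set: Amphotericin B at 10 µg/mL as positive control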
# PTEN del growth: growth suppression of PTEN-null HCT116, primary screen, cell-based, CellTiter-Glo | AID 827, 2007 | HCT116 PTEN-null viability, 60 h; hits give low values | hit rate 1.2% among 140,000 | viability, % at 10 µM;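 active = viability at or below a set limit, 4 SD under the median of all tested compounds, cut at about 3.7% in these data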;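 also: PTEN knockout HCT116 line with beta catenin targeted HCT116 as companion control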
# MRP1 act: H69AR viability gain despite doxorubicin, primary screen, MRP-1 activator project, H69AR cells, CellTiter-Glo; viability rescue; hit rate 0.61% among 140,000; viability increase, % at 10 µM;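 active = viability gain under doxorubicin at or above a set limit, the compound median plus 3 SD, cut at about 4.7% in these data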;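 also: MRP-1 overexpressing cells given doxorubicin 25 µM after compound pretreatment; 18-22 h compound pretreatment then 72 h with doxorubicin before readout; 0% = doxorubicin-only wells and 100% = vehicle-treated cells without doxorubicin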
# Phagocytosis inh: inhibitors of macrophage phagocytosis, primary screen, imaging, J774A.1 cells, IgG beads; J774A.1 macrophage IgG-bead phagocytosis; inhibition, % at 5 µM; hit rate 0.07% among 110,000;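 active = inhibition above the mean of the plate negative controls plus 5 SD, cut at about 13% in these data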;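 also: phagocytic index as fraction of beads internalized from green versus red external bead signal; plate controls were DMSO negative control for no effect and cytochalasin-D positive control for full effect; some results beyond the cut were filed as inactive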
# Measles CPE: compounds protecting cells from measles virus cytopathic effect, primary screen, measles RdRp inhibitor project, single point, MLSMR library, absorbance; Measles virus-infected cells, CPE protection; protection (pct of control), % at 4 µM; hit rate 1.5% among 140,000; in the data active = protection mostly above about 24%, no sharp cut-off; inactive = mostly below about 26%; also: some compounds called inactive have numbers as strong as hits
# NPY-Y2 antag: NPY-Y2 receptor antagonists, primary screen, cell-based; Neuropeptide Y receptor type 2 (Homo sapiens), P49146; NPY-Y2 expressing cells, antagonist mode; inhibition, % at 2.7 µM; hit rate 0.99% among 140,000; in the data active = inhibition above about 17%;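 also: 0% = vehicle with agonist challenge and 100% = reference antagonist with challenge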
# Target sequence (P49146 whole entry, looked up): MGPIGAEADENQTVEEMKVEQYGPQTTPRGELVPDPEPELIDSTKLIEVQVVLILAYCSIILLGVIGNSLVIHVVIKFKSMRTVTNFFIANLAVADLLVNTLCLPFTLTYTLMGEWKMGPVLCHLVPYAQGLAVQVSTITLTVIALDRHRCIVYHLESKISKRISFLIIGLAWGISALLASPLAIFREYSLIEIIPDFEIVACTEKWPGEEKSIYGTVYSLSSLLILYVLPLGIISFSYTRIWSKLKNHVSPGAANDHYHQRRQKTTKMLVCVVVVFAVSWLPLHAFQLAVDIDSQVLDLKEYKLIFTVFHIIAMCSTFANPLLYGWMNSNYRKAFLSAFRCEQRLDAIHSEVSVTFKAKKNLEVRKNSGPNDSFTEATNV
# GALR2 antag: GALR2 antagonists in receptor-expressing cells, primary screen | Galanin receptor type 2 (Homo sapiens), O43603 | antagonist mode | inhibition, % at 4 µM | hit rate 0.39% among 140,000; in the data active = inhibition above about 27%;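 also: cells stimulated with galanin 1-16 at roughly its EC80; 0% = agonist challenge control and 100% = basal control without agonist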
# Target sequence (O43603 whole entry, looked up): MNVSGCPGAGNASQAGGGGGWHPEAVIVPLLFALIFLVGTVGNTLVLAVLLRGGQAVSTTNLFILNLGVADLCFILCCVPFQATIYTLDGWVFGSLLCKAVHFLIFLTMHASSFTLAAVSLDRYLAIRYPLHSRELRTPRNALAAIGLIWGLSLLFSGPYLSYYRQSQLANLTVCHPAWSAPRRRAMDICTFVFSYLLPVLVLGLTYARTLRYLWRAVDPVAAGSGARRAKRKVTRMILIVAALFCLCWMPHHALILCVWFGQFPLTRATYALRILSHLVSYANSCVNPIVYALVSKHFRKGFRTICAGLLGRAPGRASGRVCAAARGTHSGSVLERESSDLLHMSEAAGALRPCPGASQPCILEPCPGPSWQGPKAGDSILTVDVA
# HCT116 bCat-KO: primary screen for growth suppressors in beta-catenin knockout HCT116 cells (colon tumor, human). hit rate 1.5% among 140,000. viability, % at 10 µM. HCT116 beta-catenin knockout viability, CellTiter-Glo, 60 h; hits give low values;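 active = viability at or under a set limit, the compound median less 4 SD, cut at about 6% in these data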;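 also: 0% = Hyamine 1622 control at 20 µM and 100% = untreated cell control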
# Yeast life ext: compounds extending yeast replicative lifespan, primary screen, S. cerevisiae, OD615. S. cerevisiae growth with nicotinamide; deaD strain in restrictive glucose medium. inhibition of the nicotinamide effect, % at 10 µM. hit rate 0.68% among 130,000;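 active = inhibition above a set limit, placed 3 SD over the median of all compounds, cut at about 26% in these data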;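 also: 0% = nicotinamide-treated wells and 100% = cells grown without nicotinamide; some compounds called inactive have numbers as strong as hits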
#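 Measured by: optical density (absorbance) at 615 nm; System: modified budding yeast, DeaD strain; Medium: restrictive CSMM-D dextrose medium; Timing: 4 h preincubation then 48 h treatment at 30 °C.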
# * = called active by the depositor; / = no result given.
SMILES	E-sel TNF inh	BB579 growth dn	PTEN del growth	MRP1 act	Phagocytosis inh	Measles CPE	NPY-Y2 antag	GALR2 antag	HCT116 bCat-KO	Yeast life ext
CC(=O)C1=C(O)C(=O)N(c2ccc(S(N)(=O)=O)cc2)C1c1ccc([N+](=O)[O-])cc1 (stereo unspecified)	-16.1	-25.7	82.9	-3.5	/	1.4	1.5	-6.0	103.4	-8.4
O=C(NC1CCCC1)c1ccccc1-c1ccccc1	9.6	-2.6	95.0	-0.8	-5.3	2.7	2.4	-1.9	98.8	-4.5
COc1ccc(S(=O)(=O)N2CCOC2CNC(=O)C(=O)NCCc2c[nH]c3ccccc23)cc1C (stereo unspecified)	-10.6	-9.1	51.0	-2.4	/	5.4	-0.4	3.7	61.2	0.4
CN(C)S(=O)(=O)c1ccc(N2CCCC2)c(C(=O)NCc2ccccc2)c1	2.5	-18.3	84.7	-3.7	/	9.4	3.7	-7.0	95.5	0.0
COC(=O)c1ccc(NC(=O)CNS(=O)(=O)c2cccs2)cc1	-5.0	-27.0	70.9	0.1	/	4.7	9.9	-6.6	108.5	-9.6
O=C(CCn1nc(-c2ccccc2)ccc1=O)N1CCCC1	11.3	-3.4	90.3	-0.4	1.4	13.2	1.1	5.2	90.1	-10.8
Cn1c(O)c(C(C#N)=C2N=c3ccccc3=N2)c2ccccc21	-10.5	-56.4	74.1	-4.5	/	0.4	-0.1	11.2	86.1	-18.2
C/C(CC(C)(C)C1CCCCC1)=N\NC(N)=S	-4.7	-8.0	12.7	-2.6	/	0.1	6.2	1.9	4.6*	-16.9
CC(C)N(Cc1nc(-c2ccccc2)no1)C(=O)CN(C)S(=O)(=O)c1ccccc1	-21.4	-37.4	88.2	-0.3	2.0	16.3	4.0	-0.6	89.4	-8.4
O=C(NN1C(=O)C2C3CCC(O3)C2C1=O)c1ccc(Br)o1 (stereo unspecified)	5.2	-37.5	106.7	0.4	-1.3	5.0	1.2	8.1	102.6	7.9
CCSc1nnc(-c2ccncc2)o1	7.3	-19.9	85.9	-2.4	-1.2	3.4	2.8	1.0	88.6	-17.0
N#C/C(=C\N1CCN(Cc2ccc3c(c2)OCO3)CC1)c1nc2ccccc2s1	/	-46.2	77.6	-1.6	-1.1	6.9	6.1	-4.2	79.8	-7.7
COc1cc(/C=N/NC(=O)CCN2CCN(C(c3ccccc3)c3ccccc3)CC2)ccc1O	6.9	-28.9	96.0	-2.6	0.6	28.0*	3.7	4.7	84.7	-4.1
S=C(NCc1ccco1)Nc1cc(Cl)c(Cl)cc1Cl	29.3	-4.7	39.3	-2.5	-4.0	2.1	-2.4	11.0	44.1	-6.0
CCN(CC)C(=O)C1CCN(Cc2cccc(OCc3ccccc3)c2)CC1	-11.1	-19.5	82.2	-4.3	-0.1	6.2	16.6	4.0	84.0	-9.7
C=CCNc1ncnc2c1cnn2-c1ccc(OC)cc1	-4.7	22.0	104.1	0.6	2.5	4.5	4.0	2.2	121.3	-27.9
O=C(CN1C(=O)COc2ccccc21)NCc1ccc(C(=O)O)cc1	3.9	-5.2	97.1	-1.3	-0.1	9.2	-1.5	8.3	107.1	-10.7
NC(=O)C1(N2CCCCC2)CCN(C2CC(=O)N(Cc3cccs3)C2=O)CC1 (stereo unspecified)	0.1	-8.4	89.8	-0.7	/	1.2	0.9	-19.1	98.6	-7.3
COC(=O)[C@@]1(Cc2ccc(F)cc2)[C@H]2c3cc(C(=O)N(C)C)n(C[C@H](O)CO)c3C[C@H]2CN1C(=O)c1ccccc1	7.5	-1.5	89.7	-1.3	/	26.6	-2.9	-4.7	84.1	-2.2
CC(C)(C)C(=O)CCN1C(=O)C2(OCCO2)c2ccccc21	-17.8	-16.8	95.7	-0.3	-0.5	-0.7	1.0	-1.2	91.0	7.6
O=C(N/N=C/c1cc([N+](=O)[O-])ccc1O)C1CCCCC1	/	-4.9	17.9	3.1	-2.0	4.1	3.3	7.1	25.5	-1.0
N#Cc1ccccc1NC(=O)CSc1nccn1CCc1ccccc1	7.9	13.4	96.2	-0.1	-1.6	9.1	3.9	3.6	92.2	-9.8
COc1ccccc1NC(=O)CNc1ccc(F)c(Cl)c1	/	-17.3	41.6	-3.5	-2.8	19.0	-0.2	-7.8	54.9	-5.8
O=C(CNC(=O)c1ccc(S(=O)(=O)N2CCCC2)cc1)N/N=C/c1ccc(Cl)cc1	/	-34.1	75.8	-0.8	3.4	6.0	4.0	-1.7	81.2	0.2
O=C(CCCNS(=O)(=O)c1cccc2nsnc12)NCc1ccc(Cl)cc1	/	-17.8	99.8	3.6	-1.3	18.4	1.8	-7.6	99.8	-2.1
COC(=O)c1ccc(/C=C/c2ccc3cccc(OC)c3n2)cc1	/	-44.1	69.6	-0.9	-6.2	5.7	6.0	8.2	83.6	5.8
O=C1NC2=C(C(=O)c3ccccc32)C(c2ccccc2)N1 (stereo unspecified)	8.1	-38.5	92.1	-2.8	-3.0	5.0	0.2	-4.0	93.6	0.3
O=C(Nc1ccc(Cl)cc1)Nc1cccnc1	1.9	-38.4	90.6	-3.0	1.0	8.3	-1.4	15.5	86.2	-5.9
C/C(=N\Nc1nc(Cl)c(Cl)cc1Cl)c1ccc(S(=O)(=O)NCc2ccco2)cc1	-19.8	-39.9	15.9	-2.0	1.7	13.4	1.1	19.6	25.1	2.0
CCCn1cc(NC(=O)c2cc(-c3ccccc3)on2)cn1	22.8	6.2	80.7	-4.5	-0.9	14.9	3.5	10.3	69.8	-19.6
CCC1CCCCN1C(=O)CSc1nnc(-c2c[nH]c3ccccc23)o1 (stereo unspecified)	-5.8	-32.0	79.5	-1.8	-0.8	5.1	2.8	-7.8	75.2	-14.9
CCC(C)c1ccccc1NC(=O)COC(=O)c1ccc(N2CCCC2)c([N+](=O)[O-])c1 (stereo unspecified)	/	-41.1	71.7	-1.4	-7.1	21.3	4.2	-27.6	76.4	0.2
C/C(=N\OC(=O)c1ccc(OC(C)C)cc1)c1ccc(C)c(C)c1	20.1	-16.2	105.9	1.2	0.2	3.2	21.8*	-8.9	94.1	-8.3
O=S(=O)(c1cc(Cl)ccc1Cl)N1CCNCC1	7.8	-40.2	106.5	-0.9	-0.8	29.3	0.9	-8.2	109.4	14.8
COCc1cc(C)nc(OCC(=O)N/N=C/c2ccco2)c1C#N	/	-23.7	96.6	1.9	-1.8	6.4	1.3	1.4	90.7	4.5
CCOc1cc(C)c(Cl)cc1S(=O)(=O)NCc1ccco1	-0.2	-32.9	95.5	-1.6	1.3	4.8	3.1	4.4	109.1	-12.4
O=C(Nc1ccccc1N1CCCC1)c1ccc2c(c1)OCO2	-10.8	-46.5	87.8	-0.2	0.2	1.1	5.0	6.0	91.2	-9.5
CCOC(=O)C1=C(SCC(=O)Nc2ccccc2)NC(=O)C(C#N)C12CCCCC2 (stereo unspecified)	5.1	-44.1	92.3	-1.1	-0.2	8.6	0.2	-5.2	76.6	-9.9
O=C(OCC(=O)N1CCN(C(=O)c2ccco2)CC1)c1ccc(S(=O)(=O)N2CCCCC2)cc1	-36.2	-36.7	105.4	-0.9	-0.3	19.0	-3.5	-5.3	102.8	-11.7
COC(=O)CCc1sc(Nc2ccc(Br)cc2)nc1-c1ccc(OC)cc1	/	-43.1	46.3	-5.6	-3.7	4.4	-2.8	4.5	55.1	2.9
O=C(CSCCc1ccccn1)Nc1cccnc1	/	-7.8	101.0	1.4	-1.7	14.9	1.1	1.1	95.3	0.2
Cc1ccc(CSc2ncccc2C(=O)O)cc1	5.3	-7.6	97.0	-1.1	-3.1	29.6	12.3	-1.6	103.5	-4.1
CC(=O)Oc1ccc(-c2cccc(C(=O)NCCCO)c2)cc1	14.0	-15.9	94.8	-1.1	-7.6	7.6	2.4	-2.2	89.9	4.5
CC1(C)Oc2ccc(C(=O)NC3CCCC3)cc2N(CC(=O)N2CCOCC2)C1=O	-3.3	-2.6	82.1	-3.0	-1.7	4.7	0.7	1.2	86.6	-22.7
COc1ccc(N/C=C/C(=O)c2ccc(Oc3ncccn3)cc2)cc1	14.7	-33.7	92.5	-4.0	0.5	6.1	-1.1	-1.9	106.8	-15.4
CCOC(=O)Cc1csc(NC(=O)C2C3C=CC(C3)C2C(=O)O)n1 (stereo unspecified)	-21.8	-46.0	98.2	-1.4	-0.4	10.0	-1.9	7.2	92.5	-2.5
O=C(NC1CCCCC1)c1cccc(Cn2cc(Cl)cn2)c1	2.6	6.0	86.9	0.5	/	1.7	2.5	-5.2	85.6	-6.0
CCC(C)NC(=O)CSc1nc2ccccc2c(=O)n1Cc1ccc(OC)cc1 (stereo unspecified)	-4.7	-34.2	90.7	-1.7	0.5	3.8	8.4	6.6	81.4	-4.5
CCOc1ccc(-c2nc(CSCC(=O)NCc3ccco3)c(C)o2)cc1	-15.2	-17.9	82.6	-0.1	-4.1	22.9	6.5	11.4	78.1	-4.0
O=C(c1ccc(F)cc1)N1C2CCC1CC(O)(c1ccc(F)cc1)C2 (stereo unspecified)	-4.7	-26.6	79.2	-1.7	/	6.3	3.6	4.4	72.9	-20.8

# Further results:
SMILES	E-sel TNF inh	BB579 growth dn	PTEN del growth	MRP1 act	Phagocytosis inh	Measles CPE	NPY-Y2 antag	GALR2 antag	HCT116 bCat-KO	Yeast life ext
C/C(=N\NC(=O)c1cccc(C)c1)c1cccc(NC(=O)c2ccco2)c1	-31.7	-14.0	100.4	-0.7	/	2.9	1.0	6.0	86.5	-13.2
Cc1ccc(NC(=O)c2ccc(OC(=O)COc3ccc(Cl)cc3C)cc2)cc1	/	-32.1	81.1	0.5	-8.4	6.3	3.7	3.9	89.3	2.1
CCOCCCNC(=O)CCCOc1ccccc1	-23.7	-16.1	81.1	-2.6	-1.6	5.7	4.3	12.7	85.5	-12.4
Cc1ccc(C2CC(C(F)(F)F)n3nc(C(=O)NCCN4CCOCC4)cc3N2)cc1 (stereo unspecified)	-12.4	-29.3	90.8	-2.3	/	-0.6	6.6	-2.8	83.2	-18.3
CCOc1ccc(-n2nc3c(=O)[nH]nc(C)c3c2C)cc1	-2.3	-3.2	108.5	-0.5	-5.7	3.5	1.0	7.3	101.6	-1.4
O=C(Nc1cccc(F)c1)NC1(C(=O)N2CCN3CCCC3C2)CCCCC1 (stereo unspecified)	-6.2	-4.0	105.0	-0.1	/	8.5	3.0	-2.5	101.9	/
COc1ccc2c(c1)C(C)=CC(C)(C)N2C(=O)Nc1ccccc1	28.2	-15.7	92.3	-4.4	/	5.4	0.8	6.1	88.2	/
